# Pol beta inh: qHTS Assay for Inhibitors of DNA Polymerase Beta; P06746; 340,000 tested, 1.3% active; Pol beta primer extension/strand displacement, fluorescence kinetic; Potency, µM (doses to about 114 µM), without a hit: at the highest dose activity change, negative = inhibition, actives largely listed as inhibitors; further: potency means the concentration at half of the fitted maximal effect; on the % scale 0 is the no-effect control and ±100 the full control effect
#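 Reaction started by 50 nM substrate onto compound-treated Pol beta (10 nM, 15 min preincubation, room temperature); plates read at 0 min and 10 min. Normalized concentration-effect data fitted by four-parameter Hill equation.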
# APEX1 inh: qHTS Assay for Inhibitors of the Human Apurinic/apyrimidinic Endonuclease 1 (APE1). DNA repair nuclease/redox regulator APEX1 (Homo sapiens), P27695. recombinant APE1, TAMRA/BHQ-2 abasic DNA cleavage fluorescence. AID 2517, 2012. Potency, µM (highest dose often 65.8 µM), inactives show at the highest dose activity change, negative = inhibition, actives largely listed as inhibitors. 350,000 tested, 0.35% active;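 further: potency means the concentration at half of the fitted maximal effect; plate controls were vehicle for no effect and reference inhibitor for full effect; nearly all actives have a fitted effect of over 55% in size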
#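 APE1 at 0.75 nM final was preincubated with compound 15 min at room temperature, then 50 nM double-stranded THF abasic-site substrate (5'-TAMRA/3'-BHQ-2) was added. Fluorescence (ex 525/em 598 nm) was read kinetically; third-minus-first read gave activity.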
# Apoferritin bind: qHTS Assay for Identification of Novel General Anesthetics. Ferritin light chain (Equus caballus), P02791. apoferritin/1-aminoanthracene competitive binding, fluorescence. Potency, µM (top dose mostly 77.5 µM), without a hit: top-dose activity change, negative = displacement, usual class: inhibitors. 350,000 tested, 0.074% active. AID 485281, 2010; further: potency means the concentration at half of the fitted maximal effect; on the % scale 0 is the no-effect control and ±100 the full control effect; nearly all actives have a fitted effect of over 20% in size
# Target sequence (P02791 2-175 limits assumed): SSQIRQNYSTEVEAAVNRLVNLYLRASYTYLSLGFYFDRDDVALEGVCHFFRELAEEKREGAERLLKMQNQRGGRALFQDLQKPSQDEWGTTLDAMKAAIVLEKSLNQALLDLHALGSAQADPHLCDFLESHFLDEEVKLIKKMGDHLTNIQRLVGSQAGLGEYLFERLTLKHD
#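 Concentration-response curves derived by four-parameter Hill fitting of normalized fluorescence, where compounds displaced 1-AMA from 10 uM horse apoferritin following a brief 10 min room-temperature incubation; propofol titration acted as positive control.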
# RGS4 inh: Inhibitors of Regulator of G Protein Signaling (RGS) 4: qHTS. Regulator of G-protein signaling 4 (Homo sapiens), P49798. 390,000 tested, 0.039% active. Potency, µM (series often up to 114 µM), inactives show at the highest dose activity change, negative = inhibition, hits mostly inhibitors. Transcreener GDP fluorescence polarization, RGS4-accelerated GTP hydrolysis. AID 504845, 2011; further: potency means the concentration at half of the fitted maximal effect; on the % scale 0 is the no-effect control and ±100 the full control effect; nearly all actives have a fitted effect of over 75% in size; some results filed as inactive show a strong effect at the top dose
# Target sequence (P49798 whole entry, looked up): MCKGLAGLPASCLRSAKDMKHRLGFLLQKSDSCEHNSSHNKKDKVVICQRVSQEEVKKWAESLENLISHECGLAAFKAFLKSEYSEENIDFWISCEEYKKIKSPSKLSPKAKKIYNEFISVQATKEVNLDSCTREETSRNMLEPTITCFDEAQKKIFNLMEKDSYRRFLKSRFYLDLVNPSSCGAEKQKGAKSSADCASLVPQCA
#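 MLSMR compounds (23 nl, pin-transferred) preincubated 10 min at room temperature with a 500nM (2x) first reagent, then RGS4 at 900nM (2x) plus Transcreener GDP mix added; fluorescence polarization (620/688 nm) read before and after 90 min at 30 °C.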
# LDHA inh: qHTS assay for inhibitors of human lactate dehydrogenase. L-lactate dehydrogenase A chain (Homo sapiens), P00338. purified LDHA, NADH/diaphorase-resazurin fluorescence; hits give low values. activity change, % (values are at about 110 or 230 µM). 480,000 tested, 0.15% active; in the data active means activity change below about -30%; inconclusive means mostly about -25% to -30%;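 further: plate controls were DMSO wells for no effect and wells without enzyme for full effect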
#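 Human LDH5 (2 nM) was incubated with 0.06 mM NADH and 0.2 mM pyruvate for 5 min at room temperature in Tris pH 7.4. Remaining NADH was coupled through diaphorase/resazurin, and resorufin fluorescence was read at 0 and 20 min.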
# Pol eta inh: qHTS for Inhibitors of Polymerase Eta. AID 588591, 2011. recombinant Pol eta, fluorescent DNA replication assay. 390,000 tested, 1.2% active. Potency, µM (top dose mostly 114 µM), inactives show at the highest dose activity change, negative = inhibition, most hits filed as inhibitors; further: potency means the concentration at half of the fitted maximal effect; on the % scale 0 is the no-effect control and ±100 the full control effect
#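 Pol eta at 10 nM preincubated with compounds 15 min at room temperature; reaction started with fluorescent substrate (50 nM final) and read kinetically at 0 and 10 min.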
# ERG-DNA inh: qHTS for Small Molecule Inhibitors of the ERG Ets/DNA interaction; Transcriptional regulator ERG (Homo sapiens), P11308; fluorescence polarization, His-ERG Ets domain / labelled DNA; Potency, µM (doses to about 76.9 µM), for inactives: at the top dose FP activity, negative = inhibition, hits mostly inhibitors; 370,000 tested, 0.028% active; active means well fitted inhibition curve with a large enough effect in the polarisation, with a control signal flat; inconclusive means small, poorly fitted or top-dose-only effect, or effect the other way, or a change in a side signal; inactive means no such curve, though single readings can be large or run the other way; the % refers to the polarisation;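 further: polarization taken with two DNA probes labelled with fluorescein and Texas red; potency means the concentration at half of the fitted maximal effect; % of control where 0% means no effect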
#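 His-tagged ERG Ets domain (1 uM in the protein solution; 300mM KCl, 50mM Tris-HCl, 1mM EDTA, 1mM DTT, pH 7.5) received compound, then a probe mix of 5 nM fluorescein-DNA and 100nM Texas-615-DNA. Fluorescence polarization was read for both dyes.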
# ALOX12 inh: Primary qHTS assay for inhibitors of human arachidonate 12S-lipoxygenase (ALOX12): Round 2 | purified 12hLO, xylenol orange hydroperoxide absorbance | 580,000 tested, 1.1% active | Polyunsaturated fatty acid lipoxygenase ALOX12 (Homo sapiens), P18054 | Potency, µM (highest dose often 108 µM), inactives show top-dose activity change, negative = inhibition, usual class: inhibitors; further: potency means the concentration at half of the fitted maximal effect; on the % scale 0 is the no-effect control and ±100 the full control effect
# Target sequence (P18054 whole entry, looked up): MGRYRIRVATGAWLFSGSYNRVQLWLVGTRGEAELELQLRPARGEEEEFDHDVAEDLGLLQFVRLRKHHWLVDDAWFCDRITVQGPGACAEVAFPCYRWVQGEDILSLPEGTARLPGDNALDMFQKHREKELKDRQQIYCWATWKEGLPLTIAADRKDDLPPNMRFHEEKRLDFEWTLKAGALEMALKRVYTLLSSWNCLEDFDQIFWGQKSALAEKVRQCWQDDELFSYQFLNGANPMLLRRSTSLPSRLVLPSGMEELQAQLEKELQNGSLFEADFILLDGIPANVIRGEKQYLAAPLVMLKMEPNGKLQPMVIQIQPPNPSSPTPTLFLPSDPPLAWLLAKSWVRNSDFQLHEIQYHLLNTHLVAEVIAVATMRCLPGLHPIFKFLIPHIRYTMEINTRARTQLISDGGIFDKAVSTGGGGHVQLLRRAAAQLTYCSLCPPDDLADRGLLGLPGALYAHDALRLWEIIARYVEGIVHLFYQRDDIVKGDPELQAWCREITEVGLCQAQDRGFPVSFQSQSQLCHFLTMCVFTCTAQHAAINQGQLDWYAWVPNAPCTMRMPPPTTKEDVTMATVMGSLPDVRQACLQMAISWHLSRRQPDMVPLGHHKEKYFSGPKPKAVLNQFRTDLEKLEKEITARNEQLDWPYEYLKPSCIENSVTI
#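 Purified human 12hLO at 150 nM in 25 mM Hepes, 0.01% Triton X-100, pH 7.0, preincubated 15 min at room temperature with compound. Reaction started with 40 uM arachidonic acid, 30 min at room temperature. Hydroperoxide measured by Fe-xylenol orange, 573/405 nm absorbance ratio.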
# POLK inh: qHTS for Inhibitors of Polymerase Kappa; DNA polymerase kappa (Homo sapiens), Q9UBT6; 400,000 tested, 0.53% active; AID 588579, 2011; Potency, µM (series often up to 107 µM), inactives show at the highest dose activity, negative = inhibition, usual class: inhibitors; purified Pol kappa, fluorescent DNA synthesis assay, 10 min; further: potency means the concentration at half of the fitted maximal effect; on the % scale 0 is the no-effect control and ±100 the full control effect
#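 Readout: fluorescence, taken kinetically at 0 and 10 min. Conditions: 10 nM Pol kappa, 15 min RT compound preincubation, 50 nM substrate final. Controls: enzyme-free buffer wells.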
# An asterisk follows results filed as active; ? = inconclusive; · = not tested or not shown; & = joins results of further samples; [ ] = dose if it differs, or a comment. Unless noted, the call rests on the fitted dose curve; in most records, active means well fitted curve in the direction sought with a large enough effect; inconclusive means small, poorly fitted or top-dose-only effect, or another doubt; inactive means no such curve, though single readings can be large; an effect the other way counts as inactive or inconclusive.
# Each structure is followed by: ALOX12 inh	APEX1 inh	Pol beta inh	Pol eta inh	RGS4 inh	Apoferritin bind	ERG-DNA inh	POLK inh	LDHA inh
1	Cc1ccc2nc(-c3ccc(C)c(NC(=O)Cc4ccccc4)c3)oc2c1
→ -15.2%	·	29.2%	-16.5%	11.9%	-0.6%	0.5%	6.8%	-2.8
2	CCNc1oc(COc2ccccc2F)nc1C#N
→ 7.2%	3.1%	2.0%	-15.0%	-22.1%	-16.3%	6.7%	-10.3%	-3.8
3	COc1cc(SC)ccc1C(=O)Nc1ccc(C)cc1
→ -5.4%	-1.6%	8.9%	?	-10.3%	-3.8%	-13.8%	-2.9%	-0.6
4	Cc1nn(C)c(Cl)c1S(=O)(=O)N[C@@H](c1ccccc1)[C@]1(C)C[C@H]1[C@@H](C)C(=O)Nc1ccc2ccccc2c1
→ -11.9%	0.3%&-5.5%	-18.7%	-11.7%	17.7%	7.9%&-11.4%	-2.2%	-0.9%	4.2
5	CSCC[C@H](NC(=O)[C@@H]1Cc2ccccc2CN1)C(=O)NC1CCCC1
→ 12.0%	-8.6%	59.6%	-10.8%	30.2%	4.2%	5.1%	-2.7%	-4.8
6	COc1ccc(OC(=O)NCCc2ccccc2)cc1
→ 11.6%	-2.1%	1.5%	-9.1%	4.4%	-9.6%	-0.9%	-7.2%	-0.6
7	COC(=O)Cc1c(O)ccn(Cc2ccc3c(c2)OCO3)c1=O
→ 3.8%	12.4%	24.2%	-18.9%	-21.0%	-2.2%	3.7%	-6.1%	-3.6
8	CCOc1ccccc1OCc1nn2c(-c3ccc(C)cc3)nnc2s1
→ 14.7%	0.9%	-0.5%	-14.9%	8.4%	?	·	-7.5%	-7.3
9	CC(=O)NS(=O)(=O)c1ccccc1
→ 1.1%	3.7%	-19.8%	-4.6%	19.9%	-16.7%	·	-8.2%[60.1 µM]	-3.3
10	c1cc[n+](CCCC[n+]2ccccc2)cc1
→ -21.8%	-11.4%	-7.8%	1.6%	24.0%	1.9%	-6.1%	-5.9%	0.0
11	CNc1cc(C(F)(F)F)nc(-c2ccccn2)n1
→ -0.6%	10.6%	47.4%	-2.4%	10.4%	-4.1%	-6.7%	0.8%	-1.4
12	C=CCN(CC(=O)Nc1c(C)cccc1CC)C(=O)SCCC
→ 21.2%	-4.5%	-24.9%	-9.8%	-32.0%	-8.8%	1.6%	-9.9%	0.9
13	CCOC(=O)N1CCN(CC(=O)Nc2ccc(Oc3ccccc3)cc2)CC1
→ -21.9%	-1.0%	5.5%	-9.3%	14.9%	?	0.2%	-4.8%	-10.3
14	COc1ccc2[nH]cc(CCNc3ncnc4ccc(-c5ccc(C(=O)N(C)C)cc5)cc34)c2c1
→ -15.2%	-8.5%	·	·	·	-18.0%	·	?	·
15	O=C(Cn1nc(-c2ccccc2)oc1=O)OCC(=O)c1ccccc1
→ -0.7%	6.0%	·	4.1%	22.3%	·	22.0%	-11.5%	-4.1
16	CN(C)c1ccc(Cc2ccc(N(C)C)cc2)cc1
→ -29.3%	1.8%	·	-12.9%	-6.5%	·	-1.2%	12.5%	6.2
17	O=C(CCCc1ccccc1)Nc1ccnn1C1CCN(Cc2ccc(Cl)cc2)CC1
→ -19.6%	16.0%	2.4%	-13.0%	-1.3%	-10.3%	-8.3%	0.8%	-2.2
18	CCc1cccc(NC(=O)c2cc(S(=O)(=O)N3CCCCCC3)cn2C)c1
→ -16.6%	·	-12.5%	?	11.5%	0.5%	2.7%	-3.5%[60.1 µM]	-8.4
19	CCOc1cccc(Oc2ccc(C(F)(F)F)cn2)c1
→ 4.3%	13.1%	1.2%	-10.9%	-16.5%	1.6%	6.0%	-3.8%	0.6
20	Cc1cc(C(F)F)n2nc(C(=O)Nc3cccc(C(F)(F)F)c3)nc2n1
→ 0.0%	10.3%	4.7%	-18.1%	-13.5%	-3.9%	6.1%	-10.1%	-0.8
21	COCCN(CC(=O)NCC1CCCO1)C(=O)CCC(=O)Nc1cc(C)ccn1 (centres undefined)
→ -1.6%	0.6%	4.5%	7.0%	-16.7%	34.1%[activator]	2.6%	-17.0%	-1.1
22	Cc1cc(C)n2nc(C(=O)Nc3cc(S(=O)(=O)N4CCCCC4)ccc3C)nc2n1
→ 176.6%[activator]	-4.6%	·	-5.3%	-1.0%	·	-0.6%	-12.9%	-10.2
23	Cc1cc2ccccc2n1CCNC(=O)C(C)Oc1ccccc1 (centres undefined)
→ 11.3%	-5.8%	?	-29.1%	-2.8%	-0.7%	?	-8.7%	-7.9
24	CCC(C)[C@H](NC(=O)C1CCN(C(=O)[C@H](Cc2ccccc2)NS(=O)(=O)c2ccc(C)cc2)CC1)C(=O)O (some centres undefined)
→ 0.0%	53.8%[activator]	2.1%	3.1%	-32.1%	4.5%	1.4%	-2.8%	-6.9
25	COc1cc(/C=N/n2cc(-c3ccccc3)[nH]c2=S)cc(OC)c1O
→ 12.6µM*	?	-12.6%	-6.3%	-15.3%	-12.2%	1.9%	2.3%	2.1
26	Cc1nc(NC(=O)CN(C)S(=O)(=O)c2ccc(Br)cc2)sc1C
→ -8.0%	-4.9%	-9.3%	-10.8%	22.9%	?	2.9%	-11.9%	0.5
27	CCCCOCCCNC(=O)c1ccccc1OCC
→ 0.6%	1.7%	21.4%	-15.6%	19.6%	-22.0%	·	-3.1%	-3.3
28	Cc1ccc(NC(=O)Nc2cnccn2)cc1Cl
→ -21.9%	19.8%	-6.4%	-5.2%	-19.2%	-2.2%	2.9%	-15.5%	-4.3
29	Cc1cc(=O)oc2ccc(OC(=O)CN3C(=O)c4cccc([N+](=O)[O-])c4C3=O)cc12
→ -28.9%	-2.2%	-6.8%	?	5.4%	-5.8%	·	-35.8%	2.5
30	CCN(CC)c1ccc(C(=O)Nn2c(C)nc3ccccc3c2=O)cc1
→ -9.4%	4.3%	18.7%	-11.5%	19.1%	-9.9%	4.2%	-14.6%	-4.2
31	CSc1ccccc1NC(=O)c1ccccc1N(Cc1ccccc1)S(C)(=O)=O
→ 4.4%	-5.2%	28.0%	0.5%	-0.6%	-10.5%	7.6%	-2.1%	11.7
32	Cn1ncc(Cl)c1C(=O)Nc1sc2c(c1C(N)=O)CCC2
→ 0.0%	-5.8%	-10.1%	-11.0%	-7.8%[11.4 µM]	0.0%	1.8%	-7.7%	0.8
33	CC1CC(C)(C)N(C(=O)NC2CCCCC2)c2ccccc21 (centres undefined)
→ -26.2%	2.8%	-12.2%	-7.7%	8.2%	32.1%[activator]	·	-8.8%	4.5
34	COC(=O)c1ccc(NC(=O)CSc2ccc(-c3sc(-c4ccccc4)nc3C)nn2)cc1
→ 2.2%	·	6.9%	-7.9%	9.8%	4.9%	3.2%	-13.5%	-4.9
35	CCOc1cc(/C=C2/NC(=O)NC2=O)cc([N+](=O)[O-])c1O
→ -6.1%	?	-0.8%	-2.5%	-2.7%	-20.8%	7.6%	-25.6%	9.0
36	Cc1ccc(SCC(=O)NNC(=O)CCS(=O)(=O)c2ccc(C)cc2)cc1
→ 1.2%	27.0%	·	-10.1%	9.7%	·	25.1%	-8.1%	-6.1
37	Cc1cc(C)nc(NS(=O)(=O)c2cccs2)c1
→ -9.3%	0.7%	-22.3%	0.4%	1.6%	9.5%	-4.0%	-3.8%	-8.4
38	Cc1nc2ccc(C(=O)Nc3ccc(N(C)C)cc3)cc2s1
→ 18.1%	·	·	-2.8%	-35.1%	·	?	0.8%	-2.8
39	O=C(CCc1ccccc1)NNC(=O)c1cccc(F)c1
→ 30.2%[activator]	-10.1%	3.0%	-15.6%	11.0%	-4.4%	-4.2%	-3.7%	-0.6
40	CC(CC1C(C#N)=C(N)SC(N)=C1C#N)c1ccccc1 (centres undefined)
→ ?	0.5%	0.0%	-11.9%	?	?	0.4%	-25.1%	-2.3
41	O=C(COc1ccccc1)NC1=NCCS1
→ ?	-3.2%	-27.4%	-7.8%	-5.9%	-11.8%	-1.7%	9.5%	-2.1
42	CC(=O)N1c2ccc(S(=O)(=O)N3CCC(C(=O)NCc4ccc(C)cc4)CC3)cc2CC1C (centres undefined)
→ -16.7%	-8.6%	-0.4%	9.2%	15.7%[11.4 µM]	-20.3%	1.3%	-23.6%	-5.7
43	O=C(NC1CCCN(Cc2ccccc2F)C1)c1cccc(N2CCCC2=O)c1 (centres undefined)
→ 0.7%	-14.0%	-0.5%	2.1%	28.4%	-7.6%	0.6%	-18.6%	-0.5
44	O=C(NCCc1ccc(Cl)cc1)C1(c2ccccc2)CC1
→ 0.0%	12.5%	35.0%	-14.5%	-0.8%	-1.9%	-13.4%	1.8%	-1.5
45	O=C(Cc1ccccc1F)Nc1ccc(S(=O)(=O)N2CCCCC2)cc1
→ -18.6%	-1.9%	-4.9%	-15.2%	-17.1%	2.7%	3.5%	-1.4%	1.5

# Compound activity deposited in PubChem BioAssay by National Center for Advancing Translational Sciences (NCATS).

# A portion of the library; rates above refer to the full screens.
